miR-122 sensor – inhibitors of miR-122 in Huh7 cells; Huh7 miR-122 Renilla luciferase sensor, 48 h; neutral wells = 0, positive control = 100; activation (reporter increase), % at 12.5 µM; 0.3% of 340,000 active;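 active = mean replicate activation score at least 90 and every replicate individually at or above 90; inconclusive = only one of the two criteria met; inactive = neither criterion met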;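 also: higher luciferase means less miR-122 activity so hits act as miR-122 inhibitors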
PAX8 inh HTS – PAX8 transcriptional activity inhibition. RMG-I TPO-luciferase reporter, SteadyGlo, 24 h. inhibition, % at 12.6 µM. 1.2% of 360,000 active. AID 652154;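 active = mean replicate inhibition at least 60% with every replicate also reaching 60%; inconclusive = only one of the two criteria is met; inactive = mean below 60% and not all replicates reaching 60%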;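 also: luciferase light reporting Pax8 driven TPO promoter activity; plate controls were median of neutral control wells for no effect and mitoxantrone controls for full effect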
INS-1E GSIS act – GLuc luminescence reporter in INS-1E cells, primary screen for activators of glucose-dependent secretion of insulin; INS-1E GLuc reporter insulin secretion, 2-3 h; AID 743287; activation, % at 16.6 µM; 0.61% of 370,000 active;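 active = lowest replicate activation of at least 40%, so every replicate reaches that level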;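 also: 0% = median of neutral control wells and 100% = median of IBMX positive control wells; some compounds called inactive have numbers as strong as hits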
DENV2 CPE – inhibitors of DENV2 cytopathic effect. DENV2-infected cells, cytopathic effect rescue, plate reader. CPE inhibition, % at 9.99 µM. 1.7% of 350,000 active. AID 651640; in the data active = CPE inhibition above about 20%, passing the limit was not always enough; inconclusive = no clear call, values can overlap the other calls; tested in BHK-21 cells;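 also: 0% = median of neutral control wells and 100% = median of positive control wells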
EWS-Fli block – inhibitors of EWS/Fli oncoprotein transcriptional activity | A673 NR0B1-luciferase reporter, viability-normalised | inhibition, % at 12.6 µM | 0.67% of 350,000 active | AID 651661;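 active = mean inhibition of at least 50% after viability correction, with every replicate also passing that limit; inconclusive = mean reaches 50% but only one of two replicates passes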;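 also: firefly luciferase signal divided by Alamar Blue viability fluorescence both relative to DMSO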
FN deposition inh – fibronectin deposition inhibition; AH1F fibroblasts, Alexa488-fibronectin deposition fluorescence, overnight; inhibition, % at 12.6 µM; 0.086% of 350,000 active;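 active = mean inhibition across replicates of 30% or more, regardless of how many single replicates reach that level; inconclusive = mean under 30% yet at least half of replicates reach 30%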;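 also: positive control wells lacked labelled fibronectin entirely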
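Material – AH1F fibroblast monolayer, labelled fibronectin deposition · Reagent – labelled fibronectin 24 nM · Timing – 1 h adhesion, overnight exposure · Measured by – fluorescence at 485 nm excitation, 525 nm emission · Read-out – inhibition of fibronectin deposition signal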
F508del corr – correctors of CFTR F508del function in bronchial epithelial cells; CFBE cells, YFP halide quenching; stimulated with forskolin plus potentiator P3; % fluorescence drop versus neutral controls; activity (quench increase), % at 7.58 µM; 0.36% of 350,000 active; AID 720511;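 active = mean added fluorescence quench of at least 8% versus neutral control, with both replicates also reaching 8%; inconclusive = only one of the mean or replicate conditions met; inactive = mean below 8% and not both replicates reaching 8%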;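 also: cells transiently co-express mutant CFTR-F508del with the halide-sensitive YFP; corrector assay measuring rescue of mutant channel to the surface after 24 h compound exposure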
An asterisk follows results filed as active; ? = inconclusive; nt = no result given; & = joins results of further samples; [ ] = remark or other dose.

Preview, three compounds:
Molecule,miR-122 sensor,PAX8 inh HTS,INS-1E GSIS act,DENV2 CPE,EWS-Fli block,FN deposition inh,F508del corr
COc1cc(S(=O)(=O)Nc2ccccc2C(=O)N2CCCC2)ccc1NC(C)=O,-5,-5,12,17,-1,0,-2.4
COc1ccccc1N(C)S(=O)(=O)c1ccc(C(=O)NCC(c2ccco2)N2CCCCC2)cc1 (configuration not stated),-2,14,-18,?,18,1,3.1
COc1cccc(/C=C(/C#N)c2ccc(F)cc2)c1OCc1cccc(C(=O)O)c1,2,-32,31,nt,nt,-3,nt

The listing, from the start:
Molecule,miR-122 sensor,PAX8 inh HTS,INS-1E GSIS act,DENV2 CPE,EWS-Fli block,FN deposition inh,F508del corr
COc1cc(S(=O)(=O)Nc2ccccc2C(=O)N2CCCC2)ccc1NC(C)=O,-5,-5,12,17,-1,0,-2.4
COc1ccccc1N(C)S(=O)(=O)c1ccc(C(=O)NCC(c2ccco2)N2CCCCC2)cc1 (configuration not stated),-2,14,-18,?,18,1,3.1
COc1cccc(/C=C(/C#N)c2ccc(F)cc2)c1OCc1cccc(C(=O)O)c1,2,-32,31,nt,nt,-3,nt
CCCN(C(=O)CSc1nc2c(cnn2-c2ccccc2)c(=O)[nH]1)C1CCS(=O)(=O)C1 (configuration not stated),-4,6,nt,10,2,4,0.9
CO[C@@H]1CN(C)C(=O)c2ccc(NC(=O)C3CC3)cc2OC[C@H](C)N(CC2CCCC2)C[C@H]1C,nt,19,-21,6,9,-17,0.1
CCOC(=O)C1=C(COC(=O)c2ccccc2OC(F)F)NC(=O)NC1C (configuration not stated),nt,-4,6,1,1,2,-5.4
COCCN(C(=O)COC(=O)CCC(=O)c1cccs1)c1c(N)n(Cc2ccccc2)c(=O)[nH]c1=O,-2,-11,18,-11,1,10,-0.5
Cc1ccc(S(=O)(=O)N(CC(=O)NCc2ccc(F)cc2)C(=O)N2CCN(C)CC2)cc1,-5,7,-7,31*,-7,0,-2.1
Cc1cccc(OCC(=O)N2CCN(c3nnc(-c4ccccc4)c4ccccc34)CC2)c1,nt,15,-65,3,12,1,-4.8
COC(=O)c1sccc1NC(=S)N1CCN(c2cc(C)ccc2C)CC1,5,4,-33,nt,nt,1,nt
C[C@H]1CN([C@@H](C)CO)C(=O)c2cc(NC(=O)Nc3ccc(F)cc3)ccc2O[C@@H]1CN(C)S(=O)(=O)c1ccc(F)cc1,-2[16.7 µM],nt,1,9,-5,nt,0.1
CCC(C)(C)NC(=O)CN(C(=O)c1snc(C(N)=O)c1N)c1ccc2nc(C)sc2c1,-15,-4,-9,-2,-59,nt,3.8
CCNC(=O)C[C@H]1CC[C@H]2[C@@H](COc3ccc(NC(=O)NC(C)C)cc3C(=O)N2C)O1,0[16.7 µM],-12,1,nt,-2,-5,1.4
CCOC(=O)C1CCN(C(=O)COC(=O)c2cc(-c3cccs3)nn2-c2ccccc2)CC1,nt,-12,5,-8,3,3,-4.0
COC(=O)c1ccc(/C=N/NC(=S)NCCN2CCOCC2)cc1,nt,3,10,-1,14,5,-1.1
C[C@@H]1CN([C@@H](C)CO)C(=O)c2cc(NS(=O)(=O)c3ccc(Cl)cc3)ccc2O[C@@H](C)CCCCO[C@H]1CN(C)CC1CCCCC1,5[16.7 µM],19,-32,-8,12,nt,1.5
CNC[C@H]1Oc2ccc(NC(=O)Nc3ccccc3)cc2CC(=O)N([C@@H](C)CO)C[C@H]1C,-1[16.7 µM],3,20,13,4,nt,-0.7
CCCCCC/C=N/Nc1nnc(Cc2ccccc2)c(=O)[nH]1,1,-5,-1,0,9,-4,-1.9
CC(=O)Nc1ccc(NC(=O)CSc2nncn2C)cc1,nt,-11,7,-1,9,1,1.2
Cc1ccc(S(=O)(=O)N2CCCN(C(=O)c3cc4ccccc4[nH]3)CC2)cc1,-6,28,-13,-13,-54,7,-0.1
CC(=O)c1oc2ccccc2c1NC(=O)CN1CCCCC1,-6,nt,1,0,-1,nt,-3.2
CC(=O)Nc1ccc(Nc2ncnc(N)c2[N+](=O)[O-])cc1,nt,4,4,1,-8,-10,-2.3
COc1ccc(C(=O)Nc2ccccc2C(=O)Nc2cccc(C)n2)cc1,nt,6,5,0,-56,0,2.8
CCCC(c1nnnn1C(C)(C)C)N1CCN(Cc2ccccc2OC)CC1 (configuration not stated),0,7,3,3,-5,nt,nt
COc1nc(OC)nc(N2CCC(NC(=O)C(Cc3cccc(OC)c3OC)NC(C)=O)CC2)n1 (configuration not stated),-5,7,-7,0,-11,0,-0.2
O=C(Nc1cccc(F)c1)N1C[C@@H]2N[C@H](C1)C2c1ccc(-c2cccnc2)cc1 (some centres not stated),nt,-13&13,16&-7,-1&-1,2&6,2&4,-3.6&-0.1
O=C(COc1ccccc1[N+](=O)[O-])N1CCN(C(=O)c2ccco2)CC1,-2,13,-6,0,-2,1,4.4
Cc1cccc(S(=O)(=O)N2CC[C@@H]3[C@H](CO)Nc4ccc(C#Cc5cccnc5)cc4[C@@H]32)c1,3[16.7 µM],14,-1,-17,1,5,-0.5
C[C@@H]1CN([C@H](C)CO)C(=O)c2cc(/C=C/c3ccccc3)cnc2O[C@@H]1CN(C)Cc1cccnc1,-2[16.7 µM],nt,8,-8,-18,nt,1.1
O=C(NCc1ccc(F)cc1)c1ccncc1,4,9,8,8,12,2,-1.1
CCOC(=O)N1CCN(C(=O)CSc2nnc3[nH]c(=O)c(C)c(C)n23)CC1,-7,7,11,-3,-6,0,-3.9
O=C(O)c1cc([N+](=O)[O-])ccc1N1CCC(Cc2ccccc2)CC1,nt,16,-7,6,2,1,3.2
CC(C)C#Cc1ccc2c(c1)O[C@H](CN(C)S(C)(=O)=O)[C@@H](C)CN([C@H](C)CO)S2(=O)=O,4[16.7 µM],nt,-18,-5,0,-6,-1.4
Fc1ccccc1COc1ccccc1/C=N/Nc1nc(N2CCCC2)nc(N2CCCC2)n1,1,12,-21,nt,nt,-2,nt
Cc1cc(Cl)ccc1C(O)c1ncc(-c2ccc3ccccc3c2)[nH]1 (configuration not stated),5,-12,-9,?,3,11,3.6
CO[C@H]1CN(C)C(=O)c2ccc(NC(C)=O)cc2OC[C@H](C)N(C(=O)CC2CC2)C[C@H]1C,-25[16.7 µM],-2,8,nt,5,2,-1.2
NC(=O)SC/C(=N\S(=O)(=O)c1ccccc1)Nc1ccccc1,4,nt,-7,11,3,nt,1.1
CCN1CCN(c2nc(N)c([N+](=O)[O-])c(Nc3ccc(C)c(C)c3)n2)CC1,1,2,nt,0,12,2,1.8
CCC(=O)NC[C@H]1[C@H](c2ccc(-c3cccc(F)c3)cc2)[C@@H](CO)N1C(=O)CC,6[16.7 µM],-16,-3,-1,2,nt,-1.1
Cc1nc2sccn2c(=O)c1S(=O)(=O)N1CCN(c2cccc(C(F)(F)F)c2)CC1,4,-3,-22,6,nt,7,1.8
Cc1ccccc1NC(=O)Cn1nnc2sc3c(c2c1=O)CC(C)(C)OC3,nt,11,2,-2,1,-4,0.8
CCOC(=O)Nc1ccc2c(c1)N(C(=O)CN(C)C)c1ccccc1CC2,-3,-12,nt,?,-9,16,-0.3
CCOC(=O)C1CCN(CC(O)COCc2cccs2)CC1 (configuration not stated),0,5,-12,2,-3,21,nt
CC1c2ccccc2N(S(=O)(=O)c2ccccc2)C1C (configuration not stated),nt,9,1,5,-14,-4,2.9
O=c1c(-c2ccco2)[n+]([O-])c2ccccc2n1OCc1ccccc1F,81,-6,nt,nt,nt,11,nt
O=C(c1ccc2nccnc2c1)N1CCCC(N2CCN(c3ccc(F)cc3)CC2)C1 (configuration not stated),-2,1,-1,7,nt,-1,1.5
O=C(c1ccc(F)cc1)C1CCN(C(=O)NC2CCCCC2)CC1,-5,2,nt,nt,nt,-6,nt
CCOc1cc(NC(=S)NCCCN2CCOCC2)c(OCC)cc1NC(=O)C1CCCCC1,-1,5,-8,15,-10,-8,-0.3
CC=Cc1ccc2n(c1=O)C[C@@H]1[C@@H](CO)[C@H](C(=O)NCCc3cn(C)cn3)[C@H]2N1C(=O)C1CCC1 (mixture of isomers),nt,-7,0,12,-8,4,-1.7
Fc1cccc(Nc2ncnc3c2cnn3-c2ccccc2)c1,5,-62,nt,0,-97,-3,-3.3
Cc1ccc(-c2nnnn2-c2ccccc2C(=O)O)cc1,1,-1,nt,-10,10,1,-3.6
COC(=O)C1=C(C)N(C)C(=NCc2cccc(C(F)(F)F)c2)NC1c1cccc(F)c1 (configuration not stated),nt,-21,-37,8,-7,3,-0.7
N#Cc1ccc(S(=O)(=O)NC2CCN(Cc3ccccc3)CC2)cc1,nt,10,nt,14,6,3,-2.3
N#C[C@@H]1[C@H](c2ccc(C3=CCCC3)cc2)[C@H](CO)N1C(=O)Nc1ccccc1F,nt,-1,-4,-10,-17,9,-0.6
CC(=O)N1CCOc2ccc(S(=O)(=O)N3CCCCC3)cc21,-6,-19,12,5,2,9,3.6
C[C@@H]1CN([C@@H](C)CO)C(=O)c2cc(C#CC(C)(C)O)cnc2O[C@H]1CN(C)Cc1cccc(F)c1,0[16.7 µM],-4,19,nt,-13,-2,2.5
CC12CC3CC(C)(C1)CC(C(=O)NNC(=O)c1ccncc1)(C3)C2,-4,39,-3,0,-7,3,-1.8
COc1cc(NC(=O)C2CCCN2S(=O)(=O)c2cccc3cccnc23)cc(OC)c1OC (configuration not stated),1,0,14,-6,-5,6,-3.4
COc1ccccc1NC(=O)CCN1C(=O)/C(=C/c2cc(OC)c(OC)c(OC)c2)SC1=S,-2,13,nt,-1,11,3,1.0
CC(C)CCN1CCN(Cc2ccc(Oc3ncccn3)cc2)CC1CCO (configuration not stated),-2,-7,0,3,12,8,-1.2

(listing goes on)
Molecule,miR-122 sensor,PAX8 inh HTS,INS-1E GSIS act,DENV2 CPE,EWS-Fli block,FN deposition inh,F508del corr
COc1cccc(NC(=O)N2CC(=O)N3[C@H](CO)[C@H](c4ccc(Br)cc4)[C@H]3C2)c1,nt,nt,12,2,13,nt,0.2
COc1ccc(OC)c(CN2CCN(CCCc3ccccc3)C(CCO)C2)c1 (configuration not stated),6,-14,-18,-7,0,0,0.6
N/C(=N\N=C\c1ccc([N+](=O)[O-])cc1)c1nonc1N,-7,-98,0,6,-64,-12,0.7
COc1cccc(-c2ccc3c(c2)[C@@H]2[C@@H](CCN2S(=O)(=O)c2cn(C)cn2)[C@@H](CO)N3)c1,43[16.7 µM],-2,-17,35*,-11,0,0.0
Cc1cccc(C)c1NC(=O)C(c1ccccc1F)n1c(=O)c(-c2ccccc2)nc2ccccc21 (configuration not stated),nt,29,nt,-4,-3,-3,4.1
Cn1c(=O)oc2cc(S(=O)(=O)NC3CCN(Cc4ccccc4)CC3)ccc21,-4,9,nt,-1,-6,-2,5.8
O=C(CN1CCOCC1)N1CC[C@@H]2[C@H](CO)Nc3ccc(-c4ccccc4F)cc3[C@@H]21,-4[16.7 µM],-191,3,-13,-71,-3,-2.0
CCC(NC(=O)c1cc(COc2ccc(F)c(F)c2)on1)c1ccncc1 (configuration not stated),-2,-49,14,5,-48,1,1.9
NC1=NC(=O)C2(COC(c3ccccc3Cl)OC2)S1 (configuration not stated),-14,-2,nt,nt,nt,4,nt
Fc1ccc(-c2onc3ccc(C4OCCO4)cc23)cc1,-4,-16,-5,-3,3,-5,1.4
